# core dimer inh: HCV core protein dimerization inhibition. actives 0.33% (n = 300,000). AID 1899. TR-FRET GST/Flag-core106 dimerization, 1536-well. inhibition, % at 5 µM;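 active = inhibition above the mean of all tested compounds plus 3 SD, set per screening campaign, cut at about 45% in these data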
#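 Test system: GST/Flag-tagged HCV core106 proteins; Medium: KF-containing HEPES buffer, pH 7.45, DTT, CHAPS, BSA; Times: compound-protein-antibody incubation 4 h at 22.5 °C; Detection: TR-FRET 671 and 617 nm emission; Benchmarks: wells lacking GST-core106 and wells with excess unlabelled core106.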
# procasp3 activ: activates human procaspase-3; activation, % at 8.5 µM; P42574; AID 463141; actives 0.11% (n = 330,000); recombinant procaspase-3 D3A, Ac-DEVD-pNA absorbance 405 nm;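 active = activation above the mean of all tested compounds plus 3 SD, cut at about 21% in these data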;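 also: 0% = DMSO alone and 100% = DMSO wells spiked with extra 5 µM PC-3 D3A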
# Target sequence (P42574 whole entry D9A/D28A/D175A): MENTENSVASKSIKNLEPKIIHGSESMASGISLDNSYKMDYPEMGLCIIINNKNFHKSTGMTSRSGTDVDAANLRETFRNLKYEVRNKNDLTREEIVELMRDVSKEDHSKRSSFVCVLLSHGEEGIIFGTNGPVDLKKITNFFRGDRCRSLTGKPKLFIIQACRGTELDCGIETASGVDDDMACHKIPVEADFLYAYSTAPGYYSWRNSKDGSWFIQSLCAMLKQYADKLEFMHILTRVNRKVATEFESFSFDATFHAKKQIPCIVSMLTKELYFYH
#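 System: Procaspase-3 D3A mutant. Medium: Zinc-free 300 mM NaCl, 50 mM HEPES, 0.01% Triton X-100. Schedule: 1 h preincubation plus 2 h reaction at 25 °C. Measured by: 405 nm absorbance of p-nitroaniline, reads at 0 and 120 min. Read-out: percent activation relative to control range.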
# AHR activator: activates the human aryl hydrocarbon receptor | AHR-responsive luciferase reporter cells, luminescence | activation, % at 5 µM | actives 2.5% (n = 320,000) | AID 2796; in the data active = activation above about 47%;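 also: 0% = vehicle wells and 100% = reference agonist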
# PAFAH2 inh: PAFAH2 (human) inhibition; Q99487; recombinant PAFAH2, FP-rhodamine activity probe, fluorescence polarization; inhibition, % at 3.39 µM; actives 0.99% (n = 340,000); AID 492956;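 active = inhibition above the mean over all tested compounds plus 3 SD, cut at about 30% in these data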;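 also: inhibitors block probe labeling of enzyme so polarization drops; 0% = enzyme with DMSO and 100% = wells lacking PAFAH2 protein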
# TPT1 inhibitor: blocks Candida albicans tRNA 2'-phosphotransferase. recombinant caTPT1, FP RNA substrate dephosphorylation. actives 0.81% (n = 300,000). inhibition, % at 5 µM;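 active = inhibition above the mean of all tested compounds plus 3 SD, set per screening campaign, cut at about 24% in these data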;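 also: plate controls were DMSO alone for no effect and ferristatin control at 100 nM for full effect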
# Fh CTSL1 inh: cathepsin L1 inhibition, PFM18AAP counter-screen; recombinant F. hepatica cathepsin L1, Z-Leu-Arg-MCA fluorescence; inhibition, % at 5.96 µM; actives 0.49% (n = 300,000);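 active = inhibition above the mean of all tested compounds plus 3 SD, set per screening campaign, cut at about 17% in these data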;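 also: 0% = plate median of test compound wells and 100% = 1 µM Z-Phe-Ala-diazomethylketone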
# PP5 inh: PP5 (human) phosphatase inhibition. inhibition, % at 6.7 µM. AID 1987. P53041. actives 0.18% (n = 320,000). purified PP5c, OMFP substrate fluorescence;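 active = inhibition above the campaign's mean inhibition across all tested compounds plus 3 SD, cut at about 9.5% in these data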;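 also: 0% = DMSO only and 100% = 100 µM cantharidin control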
# Target sequence (P53041 whole entry, looked up): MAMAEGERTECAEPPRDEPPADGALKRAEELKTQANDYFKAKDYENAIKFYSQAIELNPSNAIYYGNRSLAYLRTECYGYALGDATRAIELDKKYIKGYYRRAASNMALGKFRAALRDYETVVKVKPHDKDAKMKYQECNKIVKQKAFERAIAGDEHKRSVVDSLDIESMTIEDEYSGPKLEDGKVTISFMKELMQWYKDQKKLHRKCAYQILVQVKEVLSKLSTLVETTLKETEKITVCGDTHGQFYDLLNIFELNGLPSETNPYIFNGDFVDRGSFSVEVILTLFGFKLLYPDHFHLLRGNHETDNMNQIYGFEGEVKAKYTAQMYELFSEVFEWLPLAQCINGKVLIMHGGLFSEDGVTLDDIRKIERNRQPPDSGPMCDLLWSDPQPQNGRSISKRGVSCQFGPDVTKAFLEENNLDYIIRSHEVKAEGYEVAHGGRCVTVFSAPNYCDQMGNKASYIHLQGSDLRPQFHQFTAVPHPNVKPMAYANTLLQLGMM
# proCasp7 act: counter-screen for procaspase-3 activators: activators of human procaspase-7 | recombinant procaspase-7, Ac-DEVD-pNA absorbance 405 nm; D23A/D198A/D206A triple mutant, cannot self-cleave; scale: DMSO 0, 5 µM enzyme 100 | activation, % at 8.5 µM | actives 0.093% (n = 330,000);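 active = percent activation above the screen-wide mean plus 3 SD, cut at about 25% in these data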
# Target sequence (P55210 whole entry D23A/D198A/D206A): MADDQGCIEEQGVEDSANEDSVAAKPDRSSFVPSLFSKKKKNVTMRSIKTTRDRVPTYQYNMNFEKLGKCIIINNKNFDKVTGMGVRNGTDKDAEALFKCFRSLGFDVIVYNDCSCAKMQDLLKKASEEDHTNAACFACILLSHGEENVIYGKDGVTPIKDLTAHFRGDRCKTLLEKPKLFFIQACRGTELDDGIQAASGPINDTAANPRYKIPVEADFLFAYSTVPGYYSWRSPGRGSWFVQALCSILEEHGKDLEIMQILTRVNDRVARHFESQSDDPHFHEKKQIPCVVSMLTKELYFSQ
#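 buffer or medium = Zinc-free HEPES/NaCl buffer, pH 7.4 | material = Procaspase-7 triple mutant (PC-7 D3A) | input = 2 µM procaspase-7 mutant as dispensed | signal = Epi-absorbance of released pNA at 405 nm, two timepoints | timing = 1 h preincubation, 2 h reaction | replicates = singlicate compound testing | evaluation = % activation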
# PP1 inh: blocks human PP1-alpha phosphatase, a PP5 counter-screen. P62136. actives 0.9% (n = 320,000). inhibition, % at 6.7 µM. purified PP1alpha, OMFP fluorescence;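 active = inhibition above the mean inhibition of all tested compounds plus 3 SD, computed separately for each screening campaign, cut at about 15% in these data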
# * = called active by the depositor; / = no result given.
SMILES,core dimer inh,procasp3 activ,AHR activator,PAFAH2 inh,TPT1 inhibitor,Fh CTSL1 inh,PP5 inh,proCasp7 act,PP1 inh
Cc1ccc(C)c(N2CCN(C(=O)c3ccc4c(c3)c(C)c(C)n4C)CC2)c1,4,-5,3,4,1,5,4.7,1,-3
O=C(CCSCc1cccc(Cl)c1)NCCc1ccc(Cl)cc1,-5,2,-1,1,1,4,4.0,-5,0
CC(C)Oc1ccc(C2CC(=O)N(c3cccc(C(=O)O)c3)C2=O)cc1 (stereo not drawn),-1,-1,2,-3,4,2,2.6,7,0
O=C(c1ccc(CS(=O)c2ccc(F)cc2)o1)N1CCN(C2CCCCC2)CC1 (stereo not drawn),-4,9,1,4,1,0,-0.4,13,-5
C#CCNC(=O)C1=C[C@@H](c2ccccc2)[C@H](CCCO)[C@@H](OCC)O1,6,2,2,-1,0,1,2.0,0,-6
COc1ccc(OC)c(Cc2nnc(CCC(=O)NCc3nc4ccccc4s3)o2)c1,-1,-9,14,-4,7,2,-0.5,5,-5
CC(=O)Nc1ccc(S(=O)(=O)N(C)CCOCc2ccccc2)cc1,-4,-8,-2,3,-9,1,2.3,7,-2
O=C(O)CC(NC(=O)COc1ccccc1)c1cccc([N+](=O)[O-])c1 (stereo not drawn),-3,1,-1,/,1,-4,2.4,0,-3
COc1ccc(CC(=O)Nc2cccc(S(=O)(=O)N3CCCC3)c2)cc1OC,/,9,-4,-2,/,/,0.4,2,-2
CSc1ccccc1NC(=O)CN(C)CC(=O)Nc1ccc(N2CCOCC2)cc1,3,0,10,-1,-1,0,0.6,-3,-1
O=S(=O)(Cc1noc(-c2ccccc2Cl)n1)c1ccccn1,1,3,1,-3,-1,7,8.1,-7,-6
COc1ccccc1OCCC(=O)N1CCN(c2ccccc2OC)CC1,-1,-3,10,3,1,-3,0.2,0,-2
COc1ccc(CN(Cc2ccccn2)S(=O)(=O)c2ccc(-n3cnnn3)c(OC)c2)cc1,2,1,3,8,1,-3,2.2,5,0
CC(C)[C@H](NS(=O)(=O)c1ccc(Cl)cc1)C(=O)OCC(=O)NCCN1C(=O)CSC1=O,2,5,1,-1,2,-5,-0.8,4,-7
Cc1ccc(S(=O)(=O)N2CCCC(C(=O)NCC3CCCO3)C2)cc1 (stereo not drawn),-12,4,0,11,1,-5,1.8,2,-1
CC1CCCCC1NC(=O)COn1nnc2ccc(Cl)cc21 (stereo not drawn),-2,-4,2,9,-6,2,0.3,13,-1
N#C/C(=N\Nc1ccc(Cl)cc1)C(=N)N1CCCCCC1,-9,-9,21,-4,-1,5,-2.8,-9,11
CCc1ccc(C(=O)COC(=O)C(Cc2ccccc2)NC(=O)c2ccc(Cl)cc2)cc1 (stereo not drawn),9,-8,-2,-9,-3,-5,0.1,7,9
Cc1ccc(NC(=O)CCN2C(=O)c3ccccc3S2(=O)=O)cc1C,0,-4,4,-2,0,1,1.1,5,2
COc1ccc(Nc2ncnc3ccccc23)cc1,-2,7,6,5,-1,3,2.2,6,2
O=C(COc1ccc2c(-c3ccccc3)cc(=O)oc2c1)NCc1cccs1,-1,0,40,-3,0,-1,3.5,0,3
CCN1C(=O)S/C(=C/c2ccc(Sc3nc4ccccc4[nH]3)o2)C1=O,-19,1,3,-5,0,1,0.6,-1,3
COC(CNS(=O)(=O)c1cc2c3c(c1)CCN3C(=O)CC2)OC,10,11,0,-4,-3,0,1.1,7,-8
O=[N+]([O-])c1ccc(C2CCCC/C2=N/OCc2ccccc2F)c([N+](=O)[O-])c1 (stereo not drawn),5,-3,1,-1,2,0,-1.4,5,0
CCCCS(=O)c1c(O)c2ccccc2[nH]c1=O (stereo not drawn),-19,-14,7,3,-4,-4,5.4,-33,4
Cc1cccc(NC(=O)CSc2nc(N)c(NC(=O)c3cccs3)c(=O)[nH]2)c1,4,-4,0,2,-2,-1,-6.2,7,-2
CCOC(=O)C(C#N)(Cc1cc(OC)cc(OC)c1)Cc1cc(OC)cc(OC)c1,8,8,1,-1,-4,3,2.5,1,5
Cc1ccc(-c2nc(CS(=O)CC(=O)NCCCN3CC(C)CC(C)C3)c(C)o2)cc1 (stereo not drawn),-16,6,1,-6,-4,1,-0.9,6,5
Cc1cc(C)n(C(C[N+](=O)[O-])c2ccc(Cl)cc2)n1 (stereo not drawn),6,-4,15,0,-4,-1,2.4,7,1
COc1ccc(NC(=O)CCc2nc(-c3ccc(C)cc3)no2)cc1Cl,-2,-3,15,-3,-6,4,4.2,8,3
Cc1[nH]c(=O)c(C#N)c2c1COC(C)(C)C2,-1,4,0,-2,3,2,0.5,11,-6
CC(=O)c1c(C)[nH]c(C(=O)OCC(=O)c2ccc(C)s2)c1C,/,6,1,2,/,/,0.8,10,-3
CC1(C)Cc2nc3sc4c(NCCO)ncnc4c3cc2CS1,4,2,13,4,1,0,0.3,0,-2
COC(=O)c1sccc1-n1cccc1C(=O)NCc1ccccc1,-2,0,4,6,-1,1,0.4,13,-2
COc1ccc(C(=O)NCC2CCCN2S(=O)(=O)c2cccs2)cc1 (stereo not drawn),5,1,2,-6,1,3,-1.9,3,-3
CNC(=S)N(Cc1cc2cc(C)cc(C)c2[nH]c1=O)C1CCCC1,0,-3,9,-4,0,-5,4.7,6,-5
Cc1cc(NC(=O)CSc2nc3ccsc3c(=O)n2CCCC(=O)NCCc2ccccc2)no1,-4,16,1,2,2,-1,0.5,-2,-4
CC(C)CN(C(=O)COC(=O)c1ccccc1SCC(=O)NC1CCCCCC1)C1CCS(=O)(=O)C1 (stereo not drawn),10,-5,-1,27,-3,-4,-0.2,-1,-4
Cc1c(NC(=O)C(C)OC(=O)/C=C/c2ccc(OC(F)F)cc2)c(=O)n(-c2ccccc2)n1C (stereo not drawn),-4,4,4,-1,1,6,-0.1,-1,-5
CCOC(=O)C1(CCCc2ccccc2)CCN(S(=O)(=O)N(C)C)CC1,12,3,2,-3,-7,-4,0.6,3,2
N#C/C(=C/c1ccc(O)cc1)C(=O)NCc1ccc(Cl)cc1,0,-2,0,9,0,5,2.2,-10,-3
CN(C)c1ccc(CN(C(=O)COc2ccccc2)C2CCS(=O)(=O)C2)cc1 (stereo not drawn),5,-2,1,-5,2,-3,2.0,8,5
O=C(COC(=O)c1ccccc1O)NCCCc1ccccc1,-2,6,3,-2,-3,3,0.4,9,-1
c1ccc(Cn2nnnc2C(c2cccs2)N2CCc3ccccc3C2)cc1 (stereo not drawn),4,0,1,7,0,3,1.8,13,7
COc1cc(/C=N/NC(=O)c2cccnc2)cc2c1OCO2,6,3,88*,5,-1,2,1.2,8,0
COc1cccc(-c2nn(-c3ccccc3)cc2C(=O)OCC(=O)Nc2ncc(Cl)cc2Cl)c1,-14,1,22,-8,3,4,-1.1,3,6
COc1ccc(CCNC(=O)CCC(=O)NC2CCCCC2)cc1OC,-12,4,0,-2,-5,5,2.0,14,1
O=C(CSc1ccc2ccccc2c1)Nc1ncccn1,-3,-5,7,-11,1,-3,-1.1,10,0
CCn1c(=O)c([N+](=O)[O-])c(NC2CCS(=O)(=O)C2)c2ccccc21 (stereo not drawn),-2,1,-3,9,-3,-2,-1.1,9,-2
COc1cc(C2c3c([nH]c(=O)[nH]c3=O)Nc3ccc4ccccc4c32)cc(OC)c1OC (stereo not drawn),10,5,1,9,2,-2,3.0,-3,6
CN(c1ccc(C(=O)Nc2cccc(O)c2)cc1)S(=O)(=O)c1ccccc1,5,6,1,2,-5,-3,1.6,1,-1
O=C(O)C1CCCN(C(=O)c2cccc3ccccc23)C1 (stereo not drawn),-10,1,0,-12,-3,-1,2.7,-8,1
O=C(Nc1nccs1)c1ccc(S(=O)(=O)N2CCCCC2)cc1,6,-2,8,-2,2,3,1.2,-11,-1
Cc1ccc(Nc2nc(CSc3nnnn3C)cs2)cc1,4,-3,31,0,7,-4,2.0,-3,-5
COc1ccc(CNS(=O)(=O)c2c(C(=O)N3CCCCC3)c(C)n(C)c2C)cc1,1,-1,0,2,-1,-1,1.0,8,0
COc1c(C=O)c(CCN(C)C(=O)c2ccc(F)cc2)cc2c1OCO2,-1,9,2,0,-1,-2,0.2,-14,2
O=C(CN1CCCCCC1)Nc1ccccc1OC(F)F,6,-5,-4,-2,-1,-2,1.6,4,0
O=S(=O)(CC(O)COc1ccccc1Cl)c1ccccc1 (stereo not drawn),-6,-3,5,2,1,-1,-1.2,16,-3
COCCN(CC(=O)NC1CCCCC1)C(=O)CCCC(=O)Nc1ccccn1,-6,0,-1,-2,3,-7,0.4,-2,-1
Cc1csc(NC(=O)CSc2nccn2Cc2ccco2)n1,6,0,22,7,4,-1,-0.3,7,-1

# Further structures
SMILES,core dimer inh,procasp3 activ,AHR activator,PAFAH2 inh,TPT1 inhibitor,Fh CTSL1 inh,PP5 inh,proCasp7 act,PP1 inh
Cc1ccc2sc(=O)[nH]c2c1,2,-8,7,0,3,2,-1.1,-1,-2
CCOc1ccc(S(=O)(=O)Nc2cccc(C(=O)NCC(C)(C)N3CCOCC3)c2)cc1,0,-3,1,-3,3,-2,1.4,6,-4
CCOC(=O)NCc1ccc(S(=O)(=O)Nc2ccccc2C)cc1,14,-5,4,-1,-2,0,1.9,1,0
CCn1c(-c2cccc(S(=O)(=O)N3CCCC3)c2)n[nH]c1=S,-1,-6,0,4,-4,8,3.5,-10,-4
CCOC(=O)c1sc(SC)c2c1CCC/C2=N/OC,-4,-2,3,0,-6,8,-2.5,-11,1
O=C(CSc1nnc(C2CC2)n1Cc1ccco1)NCC(F)(F)F,-4,4,1,3,-2,0,-2.1,0,-1
COc1ccc(NC(=O)CCNC(=O)c2ccccc2)cc1S(N)(=O)=O,-11,3,-2,-2,-3,3,0.9,-12,-5
C=CCn1c(SCC(=O)NCc2cccs2)nnc1C1CCCCC1,4,-5,0,1,0,-5,3.9,-3,-2
O=C(CSc1nncs1)NNC(=O)c1ccco1,/,8,-1,3,/,/,-0.2,-7,-4

# Of the compounds above, these have a COOH group.
SMILES,core dimer inh,procasp3 activ,AHR activator,PAFAH2 inh,TPT1 inhibitor,Fh CTSL1 inh,PP5 inh,proCasp7 act,PP1 inh
CC(C)Oc1ccc(C2CC(=O)N(c3cccc(C(=O)O)c3)C2=O)cc1 (stereo not drawn),-1,-1,2,-3,4,2,2.6,7,0
O=C(O)CC(NC(=O)COc1ccccc1)c1cccc([N+](=O)[O-])c1 (stereo not drawn),-3,1,-1,/,1,-4,2.4,0,-3
O=C(O)C1CCCN(C(=O)c2cccc3ccccc23)C1 (stereo not drawn),-10,1,0,-12,-3,-1,2.7,-8,1

# Just TPT1 inhibitor and core dimer inh (four entries from above):
SMILES	TPT1 inhibitor	core dimer inh
C=CCn1c(SCC(=O)NCc2cccs2)nnc1C1CCCCC1	0	4
CCOC(=O)c1sc(SC)c2c1CCC/C2=N/OC	-6	-4
CCOc1ccc(S(=O)(=O)Nc2cccc(C(=O)NCC(C)(C)N3CCOCC3)c2)cc1	3	0
COc1ccc(NC(=O)CCNC(=O)c2ccccc2)cc1S(N)(=O)=O	-3	-11
